# Bioassay records as filed in PubChem BioAssay.
# mHTT CaM bind = inhibitors of human mutant huntingtin-calmodulin interaction | AlphaScreen His-mHTT/GST-CaM binding, luminescence | inhibition, % at 15 µM | actives 3.6% (n = 190,000) | AID 1671202;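 further: 0% = both proteins with DMSO and 100% = one protein alone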
# Pf apPOL inh = Pf-apPOL DNA polymerase inhibition. inhibition, % at 10 µM. actives 0.25% (n = 210,000). Recombinant Pf-apPOL, molecular beacon fluorescence, 1.5 h
# Active calls of the source: *; x = no result given; & = joins results of further samples. No stated cut-off is given here; in the data, active means inhibition above about 50%; inactive means the rest. A portion of the library; rates above refer to the full screens.
SMILES,mHTT CaM bind,Pf apPOL inh
O=C1CC(c2ccsc2)c2c(n[nH]c2-c2ccc(Cl)cc2)N1 (configuration not stated),1,0
Cc1ccnc(N2CCC(C(=O)NCC3COCCO3)CC2)n1 (configuration not stated),-9,-4
NC(=O)c1cc2cc(Cl)ccc2oc1=NCc1ccccc1,-4,-1
CSc1n[nH]c(N)c1S(=O)(=O)c1ccc(Cl)cc1,x,-7
O=C(CN1CCC(c2nc(-c3ccccc3Cl)no2)CC1)Nc1ccccc1Cl,-15,-6
C=CCN(CC=C)C(=O)c1cc(OCC)c(OCC)c(OCC)c1,0,-3
CN(C)c1cccc(C(=O)N2CCCN(C3CCN(Cc4ccc(F)cc4)C3=O)CC2)c1 (configuration not stated),46,-6
COc1ccc(N2C=C(C#N)S(=O)(=O)c3ccccc32)cc1OC,0,-1
C=CCOc1ccc(/C=C2/C=C(c3ccc(F)cc3)OC2=O)cc1,7,-3
O=C(NCc1cccs1)Nc1nc2c(s1)CCC2,-6,-10
CCN(c1ccccc1)S(=O)(=O)c1cc(C(=O)Nc2cccc(Cl)c2)ccc1F,-3,-3
CCCNC(=O)CSc1nc2nc(C)c(Cc3c(F)cccc3Cl)c(C)n2n1,2,-3
Cc1cccc(CNC(=O)c2cn3c(n2)CN(CC(C)C)CC3)c1,26,-7
O=C(NC1CCCC1)c1cn2c(n1)CCCC2,-6,-6
Fc1cccc(-c2cc(CN3CCOCC3)[nH]n2)c1,5,-6
O=C(NCc1ccc(F)cc1)O[C@@H]1C[C@H]2C[C@@H]1[C@H]1CCCCN1C2=O,-17,-6
CCc1c(C2CCN(C(=O)c3ccco3)CC2)noc1N,-4,-2
COc1ccc(C(=O)NCc2nnc(SCC(=O)N3CCCCC3)o2)cc1OC,0,-5
Cc1ccc(C(=O)Nc2cccc(NC(=O)COc3ccc(Br)cc3)c2)cc1,8,25
COc1ccc(NC(=O)/C(=C\c2ccc3c(c2)OCO3)NC(=O)c2ccccc2OC)cc1,6,-1

# The list goes on, overlapping the part above by 2 compounds.
SMILES,mHTT CaM bind,Pf apPOL inh
Cc1ccc(C(=O)Nc2cccc(NC(=O)COc3ccc(Br)cc3)c2)cc1,8,25
COc1ccc(NC(=O)/C(=C\c2ccc3c(c2)OCO3)NC(=O)c2ccccc2OC)cc1,6,-1
Cc1csc(=NC(=O)c2ccc(F)cc2)n1CC(=O)N1CCOCC1,-6,-2
COc1ccc(OC)c(NS(=O)(=O)c2ccc3c(c2)OCCO3)c1,-4,3
O=[N+]([O-])c1ccc(N2CCN(Cc3ccccc3)CC2)c(S(=O)(=O)N2CCOCC2)c1,0,2
O=C(C1CC1)N1CCCN(Cc2nc(-c3cccc(F)c3)no2)CC1,7,0
CC1=C(Cl)c2ccc(Br)cc2S1(=O)=O,0,5
CCOc1ccc2sc(C=NCc3ccc(OC)cc3)c(O)c2c1,55*,0
O=C1CC(N2CCC(O)CC2)C(=O)N1c1ccc(Br)cc1 (configuration not stated),-5,-5
O=C(NCc1ccco1)C1CCN(c2nc3ccc(-c4cccnc4)nc3s2)CC1,1,-2
Nc1nc(N)n(-c2ccccc2)n1,16,-7
Cc1cc(C)cc(NC(=O)C2CC(=O)N(Cc3cccc(Br)c3)C2)c1 (configuration not stated),9,-2
COc1ccccc1OCC(=O)N1CCN(C(=O)COc2ccccc2OC)CC1,22,-7
COc1ccc(CN2CCc3nc(N4CCN(c5ccccc5)CC4)ncc3C2)cc1,33,0
CCC(CO)NS(=O)(=O)c1cc(-c2n[nH]c(=O)c3ccccc23)ccc1C (configuration not stated),-8&3,-5&-4
CCCCC(=O)NCc1ccc(C)cc1,-8,-2
CCN(CCCNC(=O)CC(C(=O)N1CCc2ccccc21)n1ccnc1)c1ccccc1 (configuration not stated),31,-18
COc1ccc(CNCc2cccc(C)c2)c(OC)c1,-15,14
COc1ccccc1-c1nnc(Sc2sccc2[N+](=O)[O-])n1-c1ccccc1,x,9
N#Cc1ccc(C=NCCN2CCNC2=O)cc1,x,-2
CCC(=O)NNc1ccccc1,x,-3&1
CCc1cc(C(=O)NC2CC2)nc2cc(-c3cccs3)nn12,-22,-5

# 2 entries from above in a different format.
# Fields – mHTT CaM bind | Pf apPOL inh
CSc1n[nH]c(N)c1S(=O)(=O)c1ccc(Cl)cc1
 : x | -7
O=C(CN1CCC(c2nc(-c3ccccc3Cl)no2)CC1)Nc1ccccc1Cl
 : -15 | -6

# Going on with the list.
SMILES,mHTT CaM bind,Pf apPOL inh
COc1ccc(C2=N/C(=C\c3ccc([N+](=O)[O-])cc3)C(=O)O2)cc1[N+](=O)[O-],2,-7
COc1cccc(CNC(=O)C2(C)CCCN(C(=O)Nc3cccc(F)c3)C2)c1 (configuration not stated),-5,0
C=CCc1ccccc1OCCOCCn1ccnc1,2,1
CCCS(=O)(=O)C1=C(N)OC(c2ccccc2)=C(C#N)C1c1ccccc1 (configuration not stated),x,-8
Cc1nc2nc(SCC(=O)NCc3cccs3)nn2c(C)c1Cc1ccccc1Cl,17,-3
CC(C)(C)CC(=O)Nc1cnc(-c2cccnc2)nc1,0,-2
O=C(COc1ccccc1F)N1CC(c2nc3ccccc3[nH]2)C1,-11,-13
CCOc1ccc(CCNC(=O)C2CC(=O)N(Cc3ccc(OC)cc3)C2)cc1OCC (configuration not stated),7,-6
COc1cc(OC)c(OC)cc1/C=C1\NC(=O)N(Cc2ccccc2F)C1=O,-6,7
Cc1c(C(=O)N2CCCc3ccccc32)sc2ncn(Cc3ccccc3F)c(=O)c12,9,-10
Cc1ccc(C(=O)Nc2ccc(NC(=O)C(F)(F)F)cc2)cc1,19,2
O=S(=O)(Nc1ccc(OCc2ccccc2)cc1)c1cccs1,11,-1
O=C(O)CCCCCNC(=O)COc1ccc2c3c(c(=O)oc2c1)CCCC3,2,-2
CCOC(CNC(=O)c1ccc2c(c1)ncn2-c1ccc(CC)cc1)OCC,13,29
COc1ccc(NC(=O)C2CC(c3ccccc3F)=NO2)cc1OC (configuration not stated),1,-4
Cc1ccc2c(c1)C1OCCC1C(c1ccco1)N2 (configuration not stated),18,-9
CCN1C(=O)CCc2cc(NC(=O)c3ccc(OC)cc3C)ccc21,3,-3
CC(C)CC(=O)Nc1ccc2c(N3CCOCC3)ncnc2c1,2,-12
CC(C)Sc1cccc(C(=O)Nc2nc3c(s2)CN(C)CC3)c1,7,3
Cc1cc(NC2CCCCC2)nc(-n2nc(C)cc2C)n1,x,-20

# Look-ups from the list.
# Entry for C=CCOc1ccc(/C=C2/C=C(c3ccc(F)cc3)OC2=O)cc1 under mHTT CaM bind: 7
# Entry for O=C(NCc1ccc(F)cc1)O[C@@H]1C[C@H]2C[C@@H]1[C@H]1CCCCN1C2=O under mHTT CaM bind: -17
# Entry for Cc1c(C(=O)N2CCCc3ccccc32)sc2ncn(Cc3ccccc3F)c(=O)c12 under mHTT CaM bind: 9
# Entry for CCOc1ccc(CCNC(=O)C2CC(=O)N(Cc3ccc(OC)cc3)C2)cc1OCC (configuration not stated) under mHTT CaM bind: 7

# (cont.)
SMILES,mHTT CaM bind,Pf apPOL inh
CCc1ccc(NC(=O)C(=O)NCc2ccc(OC)cc2)cc1,4,-3
COc1cccc(NC(=O)c2cccnc2N2CCNC(c3ccccc3)C2)c1 (configuration not stated),39,7
Cc1c(C(=O)N(C)CCC#N)oc2ccc(S(=O)(=O)N3CCOCC3)cc12,-7,-10
CC1=C(C(=O)Nc2ccc(C)cc2)C(c2ccc([N+](=O)[O-])cc2)n2ncnc2N1 (configuration not stated),0,3
COc1ccc(CCNS(=O)(=O)c2ccc3c(c2)CCN3C(=O)C2CC2)cc1OC,1,5
CC(NC(=O)c1ccccc1Cl)c1nc(-c2cccc(Cl)c2)no1 (configuration not stated),-6,-4
Cc1nn(-c2ccc(C(F)(F)F)cn2)c(=O)o1,x,-7
COc1ccc(C2C(C(=O)Nc3ccccc3F)c3cc(OC)c(OC)cc3C(=O)N2C)cc1 (configuration not stated),11,-2
O=C(NC(C(=O)O)C12CC3CC(CC(C3)C1)C2)c1ccc(F)cc1 (configuration not stated),0&-3,4&-6
O=C(C1COc2ccccc2O1)N1CCN(Cc2ccccc2)CC1 (configuration not stated),4,-6
CCOc1ccc(NC(=O)CSc2nc3[nH]ncc3c(=O)n2-c2ccc(Cl)cc2)cc1,18,1
O=C(c1ccco1)N1CCN(C(=O)C2CCN(c3ccncc3)CC2)CC1,-8,-4
CNC(=O)Cc1ccc(NS(=O)(=O)Cc2ccc(Cl)cc2)cc1,-13,-1
CC(C)c1c(C2CCN(C(=O)c3ccc(F)cc3Cl)CC2)noc1N,-3,-6
Clc1ccc(-c2nc(NC3CC3)c3ccccc3n2)cc1,-62,-2
CCN(CC)S(=O)(=O)c1ccc2oc(C(=O)N3CCCCC3)c(C)c2c1,5,-3
Cc1ccc(N2CCN(Cc3nc4cc(C)c(C)cc4[nH]c3=O)CC2)c(C)c1,-6,-2
COc1cccc(CC(=O)N2CCc3c(c(C(=O)NCc4cccc(C)c4)nn3C)C2)c1,54*,-4
O=C(NCCSCc1ccco1)c1ccc(Cl)cc1Cl,-7,-8
Cc1cc(C2CCCN2Cc2cc(Br)ccc2O)no1 (configuration not stated),62*,-6
O=C(Nc1cc(-c2ccccc2)nn1CCO)c1ccc2nsnc2c1,-6,-9
CC1(C)ON=C(c2ccccc2)C1=O,-12,-9
COc1cccc(C2C(C(=O)Nc3ccccn3)=C(C)NC3=C2C(=O)CCC3)c1OC (configuration not stated),5,4
COCCn1cc(NC(=O)NCc2ccc3c(c2)OCO3)c2ccccc21,-1,-8
Cn1c(=O)c(C(=O)NCc2ccccn2)c(O)c2ccccc21,-1&1,-58&-6
Cc1ccc2c(c1Br)C1(C(=O)N2)C(C#N)=C(N)OC2=C1C(=O)CC(C)(C)C2 (configuration not stated),3,-3
CCCOc1ccc(C(=O)Nc2nnc(C3CC(=O)N(c4ccccc4)C3)o2)cc1 (configuration not stated),5,0
Cc1ccc2nc(-c3cccc(Br)c3)cn2c1,1,5
Cc1ccc(S(=O)(=O)NCCn2cnc([N+](=O)[O-])n2)cc1,-3,-19
Cc1nc(Nc2ccc(O)cc2)nc(Nc2ccc(O)cc2)c1[N+](=O)[O-],57*,0
O=C(CCn1cnc2ccccc2c1=O)NCc1cccnc1,-24,3
Cc1ccc(CNC(=O)c2ccccc2F)cc1,-13,28
OCCOCCN1CCN(Cc2ccc(Cl)c(Cl)c2)CC1,-2,-11
COc1cccc(C(=O)Nc2ccc3nn(-c4ccc(Cl)cc4)nc3c2)c1,-1,4
O=S(=O)(Nc1ccc(S(=O)(=O)Nc2nccs2)cc1)c1ccc(Br)cc1,5,-90
CCOc1cc(C=NCCN2Cc3ccccc3C2=O)ccc1O,1,3
CSc1sc(C(=O)C=CN(C)C)c(-c2cccs2)c1C#N,x,-15
CC1CCCCC1NC(=O)C1CCN(S(=O)(=O)c2cccc3nsnc23)CC1 (configuration not stated),0,-1
O=C(CSc1nc2c(c(=O)n1-c1ccc([N+](=O)[O-])cc1)SCC2)NCCc1ccccc1,11,-5
CC(Oc1ccccc1)C(=O)N1CCC(c2ccccc2)C1 (configuration not stated),-15,-11

# Single records, as listed above. Values in the order: mHTT CaM bind, Pf apPOL inh
# Cc1ccc2c(c1Br)C1(C(=O)N2)C(C#N)=C(N)OC2=C1C(=O)CC(C)(C)C2 (configuration not stated) in the list: 3, -3
# CCOc1cc(C=NCCN2Cc3ccccc3C2=O)ccc1O in the list: 1, 3
# COc1cccc(C2C(C(=O)Nc3ccccn3)=C(C)NC3=C2C(=O)CCC3)c1OC (configuration not stated) in the list: 5, 4
# Cc1ccc2nc(-c3cccc(Br)c3)cn2c1 in the list: 1, 5
# OCCOCCN1CCN(Cc2ccc(Cl)c(Cl)c2)CC1 in the list: -2, -11

# Going on with the list:
SMILES,mHTT CaM bind,Pf apPOL inh
NC(=NOC(=O)c1ccc(-c2cccs2)s1)c1cccc(C(F)(F)F)c1,x,1
O=C(Nc1ccc(Oc2ccc(Cl)cc2)cc1)c1cccnc1Cl,26,10
CCCOc1ccc(C(=O)Nc2cccc(NC(=O)c3ccccc3)c2)cc1,-2,-6
c1ccc(-c2ccccc2OCCn2ccnc2)cc1,32,-13
COc1ncnc2sc3c(c12)CCCC3,-26,-6
COc1ccc(CCN(C)C2CC(=O)N(c3ccc(Br)cc3)C2=O)cc1OC (configuration not stated),6,-5
COc1ccc(-c2nc3cccnc3n2C2CCN(C(=O)NCC(C)C)C2)cc1 (configuration not stated),-3,-2
O=C(NCC1CCN(C2CCCC2)CC1)c1ccc2c(c1)OCO2,-5&-7,-7&9
COc1ccc(Cl)cc1NC(=O)CSc1ccccn1,-14,2
CCc1cccc(C)c1NC(=O)c1cccnc1-c1cccs1,-1,-2
CCN1CCCn2nc(C3CCN(S(=O)(=O)c4ccc(C)c(C)c4)CC3)cc2C1=O,-2,0
O=C(CN1C(=O)CCC1=O)N(CCc1cccs1)Cc1ccco1,-11,-5
O=c1c2c([nH]c3ccccc13)OCCC2,-8,-2
CCC1Oc2ccccc2N(Cc2ccc(F)cc2Cl)C1=O (configuration not stated),-33,33
O=C(Nc1cccnc1)c1ccc2c(c1)nnn2Cc1ccccc1,5,-4
O=C(c1ccccc1)N1CCN(c2nnc3ccccn23)CC1,-4,-2
O=C1NC2(CCN(Cc3ccccc3Cl)CC2)N=C1c1ccccc1,19,0
COc1ccc(C(=O)N2CCCC(c3ccnc(Nc4ccc(F)cc4)n3)C2)cc1 (configuration not stated),33,-3
